Assay outcomes from PubChem.
hgDAF-12 ag: activates the H. glycines DAF-12 receptor ligand-binding domain; 1.8% of 370,000 active; HEK293 GAL4-hgDAF12 UAS-luciferase reporter, agonist luminescence; normalized to butyrate control; activation, % at 6.8 µM;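 active means activation above a cutoff set at the mean of all screened compounds plus 3 SD, cut at about 10% in these data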;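 further: 0% = DMSO wells and 100% = sodium butyrate wells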
hcDAF-12 act: H. contortus DAF-12 activation, primary screen; HEK293 hcDAF-12 lit1-tk-luc reporter, luminescence; 0% DMSO, 100% Δ7-dafachronic acid; 1.4% of 370,000 active; activation, % at 6.8 µM;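 active means activation above the mean of all tested compounds plus 3 SD, cut at about 5.5% in these data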;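 further: 100% = response to 3 µM Δ7-dafachronic acid high control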
HGIII-sPLA2 inh: Blocks human group III sPLA2 activity; QFRET BODIPY PC-A2 liposome hydrolysis, fluorescence; inhibition, % at 12.2 µM; 0.56% of 370,000 active; AID 743126;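 active means inhibition above mean plus 3 SD of compounds lying within the high and low control bounds, cut at about 19% in these data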;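 further: 0% = median of test compound wells and 100% = no enzyme DMSO wells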
Target sequence (Q9NZ20 whole entry, looked up): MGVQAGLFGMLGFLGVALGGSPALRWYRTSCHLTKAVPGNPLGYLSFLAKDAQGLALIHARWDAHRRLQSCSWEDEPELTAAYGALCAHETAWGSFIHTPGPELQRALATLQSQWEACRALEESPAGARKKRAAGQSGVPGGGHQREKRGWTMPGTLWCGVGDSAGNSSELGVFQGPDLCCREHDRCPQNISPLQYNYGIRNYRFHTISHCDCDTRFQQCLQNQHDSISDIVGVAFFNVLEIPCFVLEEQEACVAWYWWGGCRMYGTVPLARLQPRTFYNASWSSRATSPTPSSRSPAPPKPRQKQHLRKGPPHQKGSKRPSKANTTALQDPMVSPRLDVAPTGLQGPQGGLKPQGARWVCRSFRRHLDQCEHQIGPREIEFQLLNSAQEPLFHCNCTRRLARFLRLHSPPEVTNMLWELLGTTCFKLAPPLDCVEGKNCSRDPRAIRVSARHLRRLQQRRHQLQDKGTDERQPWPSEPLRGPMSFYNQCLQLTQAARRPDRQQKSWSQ
DAX1 inh-1: DAX1 (NR0B1) inhibition, primary screen. HEK293T StAR-luciferase reporter, SF-1/DAX-1 repression relief. inhibition, % at 6.8 µM. 1.1% of 370,000 active. AID 652010;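 active means inhibition above the mean over all tested compounds plus 3 SD, cut at about 3.6% in these data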;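 further: 0% = DAX-1 cells with DMSO and 100% = cells lacking DAX-1 with DMSO; higher inhibition means more luminescence from relief of DAX-1 repression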
PLC-gamma1 inh: blocks human PLC-gamma1 enzyme activity; purified PLC-gamma1, fluorogenic substrate, fluorescence; inhibition, % at 12.2 µM; 0.84% of 370,000 active; in the data active means inhibition above about 9.5%
PLC-beta3 inh: PLC-beta3 (human) inhibition, primary screen | Purified PLC-beta3, fluorogenic substrate, fluorescence | inhibition, % at 12.2 µM | 0.18% of 370,000 active; in the data active means inhibition above about 11%;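 further: 0% = median of compound wells on plate and 100% = full blocker control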
ssDAF12 agonist: S. stercoralis DAF-12 activation, primary screen | HEK293 ssDAF-12/GRIP1 lit1-tk-luc reporter, luminescence; % of 3 µM dafachronic acid response | 1% of 370,000 active | activation, % at 6.8 µM;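 active means activation above the mean over all tested compounds plus 3 SD, cut at about 0.9% in these data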;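 further: 0% = DMSO-only wells and 100% = 3 µM delta7-dafachronic acid wells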
ADAM10 inh: inhibitors of human ADAM10 | O14672 | recombinant ADAM10, EDANS/DABCYL FRET peptide cleavage, 3 h | inhibition, % at 7 µM | 0.62% of 370,000 active | AID 720582;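 active means inhibition above a per-campaign cutoff equal to the mean of compounds falling between control-based bounds plus 3 SD, cut at about 20% in these data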;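 further: 0% = DMSO wells while the 100% control is not disclosed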
GAA850 FXN act: frataxin GAA850 promoter activation | HEK293 lucGAA850 FXN promoter luciferase reporter, 24 h; percent of 10 µM SAHA response | activation, % at 6 µM | 0.56% of 360,000 active | AID 540364;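 active means activation above the average of all compounds screened plus 3 SD, cutoff fixed separately per campaign, cut at about 7.5% in these data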;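 further: 0% = DMSO wells and 100% = 10 µM SAHA wells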
ADAM17 inh: ADAM17 inhibition, QFRET primary screen; inhibition, % at 6.95 µM; recombinant ADAM17, EDANS/DABCYL FRET peptide cleavage; P78536; 0.83% of 370,000 active;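 active means inhibition above the mean of compounds lying between control limits plus 3 SD, set per campaign, cut at about 8.5% in these data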;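 further: 0% = DMSO-only wells as the low control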
Target sequence (P78536 215-824 limits assumed): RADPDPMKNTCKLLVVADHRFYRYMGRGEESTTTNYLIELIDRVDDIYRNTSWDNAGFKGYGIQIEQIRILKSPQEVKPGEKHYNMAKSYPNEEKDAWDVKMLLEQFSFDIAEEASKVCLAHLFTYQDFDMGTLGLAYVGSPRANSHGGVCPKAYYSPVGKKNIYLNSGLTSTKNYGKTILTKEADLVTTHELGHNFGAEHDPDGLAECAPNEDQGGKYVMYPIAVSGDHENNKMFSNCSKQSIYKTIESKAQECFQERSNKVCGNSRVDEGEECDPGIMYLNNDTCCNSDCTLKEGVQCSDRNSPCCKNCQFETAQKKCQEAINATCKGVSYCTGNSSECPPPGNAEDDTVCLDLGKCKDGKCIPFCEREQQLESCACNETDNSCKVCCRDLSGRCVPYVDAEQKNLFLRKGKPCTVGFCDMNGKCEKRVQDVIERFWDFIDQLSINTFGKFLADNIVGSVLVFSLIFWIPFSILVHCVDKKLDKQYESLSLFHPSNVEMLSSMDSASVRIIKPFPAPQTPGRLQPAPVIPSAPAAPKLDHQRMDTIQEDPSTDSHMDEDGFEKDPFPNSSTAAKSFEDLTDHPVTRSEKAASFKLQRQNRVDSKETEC
DAX1 inh-2: NR0B1 (DAX1) inhibition. P51843. HEK293 Gal4-DAX1 luciferase reporter, luminescence. inhibition, % at 6.75 µM. 0.99% of 340,000 active. AID 504766;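 active means inhibition above the mean over all tested compounds plus 3 SD, cut at about 4.2% in these data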;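 further: 0% = DAX1-transfected cells with DMSO and 100% = empty-vector control cells with DMSO; inhibition shows as a rise in luminescence from relieved DAX1 repression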
Starred values were filed as active, the others as inactive; i = inactive; x = not tested or not shown. Rows were taken by chance. About 6.9% of those tested had a hit in this group.

SMILES | hgDAF-12 ag | hcDAF-12 act | HGIII-sPLA2 inh | DAX1 inh-1 | PLC-gamma1 inh | PLC-beta3 inh | ssDAF12 agonist | ADAM10 inh | GAA850 FXN act | ADAM17 inh | DAX1 inh-2
Cc1ccc(S(=O)(=O)N2CCN(c3ccc([N+](=O)[O-])cn3)CC2)cc1 | 2.0 | 1.4 | -5.0 | 0.5 | 2.1 | -5.3 | -0.7 | -2.2 | -0.7 | -1.9 | 3.6
COCCOC(=O)C1=C(C)N=C2SCCC(=O)N2C1c1ccc(C(=O)OC)cc1 (centres undefined) | 1.6 | 1.8 | -11.5 | -0.2 | -4.0 | -3.4 | -1.2 | -3.1 | 3.0 | -3.4 | 0.7
CCCOc1cccc(-c2nnc(NC(=O)c3ccco3)s2)c1 | 3.9 | -0.6 | 0.1 | 0.4 | -22.4 | -33.4 | -1.4 | -8.4 | 1.1 | 1.2 | 0.6
O=C(C=Cc1ccccc1Cl)c1ccccc1 | 0.4 | -1.2 | -1.2 | -1.0 | -2.1 | 1.7 | -0.8 | -1.1 | 3.0 | -0.4 | 0.5
O=C(Nc1ccc2c(c1)nc1n2CCN(Cc2ccccc2)C1)NC1CCCCC1 | -0.6 | -1.1 | -0.2 | 0.1 | -430.7 | i | -1.1 | -494.0 | 1.1 | -138.1 | -0.2
Cc1ccc(C(=O)N2CCN(Cc3ccc4c(c3)OCO4)CC2)c(Cl)c1 | -5.0 | -4.3 | -2.7 | -1.7 | 2.7 | -1.4 | -1.8 | 8.8 | 0.1 | 0.4 | -2.9
C/C=C1\COC(C(=O)NCc2cccc(OC)c2OC)(C(F)(F)F)C=C1C=C1CCCCC1 (centres undefined) | -0.2 | -0.5 | 3.6 | -0.2 | 2.0 | -0.8 | -1.5 | 7.6 | 0.2 | 4.1 | 1.1
O=C(Cc1cccc2ccccc12)NCC(=O)N1CCN(Cc2cccc(C(F)(F)F)c2)CC1 | -6.6 | -3.1 | -12.9 | -4.4 | 0.3 | -9.3 | -2.0 | 7.4 | -2.6 | 6.9 | -2.9
Cn1c(CN2CCOCC2)nc2cc(NC(=O)COc3ccc([N+](=O)[O-])cc3)ccc21 | -0.3 | -2.2 | 3.5 | -2.0 | -0.6 | -6.6 | -1.7 | -2.3 | -1.0 | -4.8 | -1.5
CC(C)c1onc(C(=O)NC2CCCC2)c1[N+](=O)[O-] | -3.0 | -1.9 | 4.1 | -0.1 | 1.1 | 0.7 | -1.5 | -5.5 | 1.1 | -3.3 | -0.2
COc1ccc(CC(=O)Oc2ccccc2[N+](=O)[O-])cc1 | 0.5 | -0.2 | -3.9 | 0.1 | -6.2 | -11.2 | -1.6 | -4.1 | 0.9 | -3.7 | 3.8
CCN(CC(=O)Nc1c(F)cccc1F)C(=O)c1cnc(C)cn1 | -4.5 | -0.4 | 18.8 | 4.8* | 1.6 | 2.5 | -0.3 | -19.7 | 1.4 | -3.1 | 0.7
O=[N+]([O-])c1cccc(S(=O)(=O)NCc2ccncc2)c1 | -0.7 | -3.0 | -0.2 | -1.0 | -1.7 | -6.3 | -1.3 | -4.2 | -2.7 | -0.9 | -3.5
CC(C)CCn1c(Oc2ccccc2Cl)nc2c1c(=O)n(C)c(=O)n2C | -0.6 | -1.2 | 2.9 | -1.0 | 9.2 | -0.3 | -1.1 | -2.1 | 6.9 | -4.2 | 0.2
O=C(O)CCC(=O)N1CCc2cc(S(=O)(=O)Nc3ccc4c(c3)OCCO4)ccc21 | -1.4 | -1.0 | -2.8 | -0.9 | -1.5 | -0.7 | -1.6 | -6.2 | -1.3 | -0.6 | 2.1
Nn1c(SCC(=O)NC(=O)NCc2ccccc2)nnc1C1CC1 | -2.7 | 1.6 | 1.3 | 0.4 | 2.2 | -0.2 | -0.8 | 3.1 | 0.2 | -0.4 | -0.9
CN(c1ccc(C(=O)NCCSC(C)(C)C)cc1)S(=O)(=O)c1ccccc1 | -1.4 | -1.1 | -5.6 | -0.6 | 2.8 | 3.8 | -1.9 | 10.1 | 4.5 | 0.4 | -0.2
Cc1cccc(NC(=O)C2CCCN(S(=O)(=O)c3c(C)nn(C)c3C)C2)n1 (centres undefined) | -2.4 | -0.6 | -1.9 | -1.3 | 2.8 | 5.5 | -1.3 | -7.2 | 1.9 | -1.1 | -2.2
O=C(Nc1ccc2c(c1)N(S(=O)(=O)c1cccs1)CCC2)c1c(F)cccc1Cl | -3.6 | -2.2 | -3.8 | -3.3 | 3.3 | -0.7 | -1.7 | 15.0 | 0.3 | 6.0 | -1.9
N#Cc1c(Cl)cccc1N1CCC(C(N)=O)CC1 | -1.0 | 1.3 | -0.7 | 0.5 | -32.5 | -34.4 | -1.4 | -84.5 | 0.0 | -27.5 | x
O=C(N[C@H]1/C=C\[C@@H](O)CCCC1)OCc1ccccc1 | 11.0* | 4.8 | 4.3 | 7.6* | -0.1 | -0.4 | 0.6 | -12.0 | 2.1 | -6.1 | 3.1
C[C@@H]1CC=C[C@H]2[C@H]1C(=O)N(Cc1ccccc1)[C@H]2c1ccc(Br)cc1F | -1.0 | -1.9 | 8.2 | -0.5 | 0.1 | -0.6 | -1.2 | -8.2 | 2.1 | -5.6 | 0.1
O=C(Cc1ccc([N+](=O)[O-])cc1)N/N=C/c1ccco1 | -1.8 | -0.9 | -15.4 | 0.7 | -0.2 | 0.3 | -0.9 | 3.0 | 0.9 | 3.5 | 0.4
Cc1ccc2c(c1)c(N=NC(N)=O)c(O)n2C | 1.0 | -0.3 | -1.3 | 0.2 | 2.5 | -0.8 | -0.9 | -3.6 | 2.0 | -1.0 | 0.0
CC1(C)NC(=O)N(CC(O)Cn2nnc3ccccc32)C1=O (centres undefined) | -1.4 | -1.3 | 5.5 | -0.7 | -0.1 | 0.5 | -1.0 | -2.1 | -0.1 | -2.0 | 0.8
C#CCNC(=O)C[C@@H]1C[C@@]2(C(=O)OC)CC(C)(C)CC=C2N(Cc2ccccc2)C1=O | -3.3 | 1.0 | -10.8 | -0.3 | 0.9 | -1.9 | -1.0 | -2.9 | x | -2.3 | x
Cc1cccn2cc(-c3ccc(S(=O)(=O)N4CCOCC4)cc3)nc12 | -0.1 | -0.8 | -5.8 | -0.7 | i | i | -1.4 | i | 1.3 | i | -0.2
Cc1ccc(-c2n[nH]c(=S)n2/N=C\c2ccco2)cc1 | -1.7 | 0.7 | -3.9 | 0.1 | -1.3 | 0.0 | -1.6 | -0.8 | 2.7 | 3.1 | -0.8
CCC(C)Nc1nc2c(c(=O)[nH]c(=O)n2C)n1CCC(C)C (centres undefined) | -1.9 | -1.7 | 12.6 | 0.2 | 10.5* | 10.8* | -1.4 | 10.0 | -0.3 | 5.4 | 0.6
CN1CCCN(C(c2ccccc2)c2ccc(Cl)cc2)CC1 (centres undefined) | -1.1 | -0.3 | -15.8 | -1.3 | 3.6 | 3.8 | -1.7 | 3.6 | -0.7 | -1.1 | 0.8
CC(=O)Nc1cccc(-c2csc(C(O)c3cccc(Cl)c3)n2)c1 (centres undefined) | -0.8 | -0.5 | -18.1 | -1.0 | 0.3 | 1.4 | -1.3 | 7.5 | -0.2 | -2.7 | x
O=C(COC(=O)c1c[nH]c2ccccc12)Nc1ccc(F)cc1 | 0.0 | -1.1 | -6.6 | -1.3 | -0.7 | -7.3 | -0.5 | -5.2 | 0.9 | -5.0 | 1.1
COc1ccccc1C(=O)NCCCNC(=O)c1cccnc1 | -0.6 | -1.2 | -1.2 | -0.3 | -3.5 | -0.9 | -0.9 | -2.1 | 1.6 | 0.5 | -1.2
COCCNc1nc2ccccc2n1CC(=O)c1ccc(OC)c(OC)c1 | -2.2 | -1.2 | 4.5 | 0.1 | 0.9 | -5.6 | -0.8 | -3.1 | -1.8 | -2.8 | 0.9
COc1ccc(CCNC(=O)CSc2nc(N)c(C#N)c(-c3cccs3)c2C#N)cc1OC | 0.5 | -1.1 | 2.1 | -0.3 | -1.3 | -3.2 | -1.2 | 8.3 | 3.9 | 8.9* | -0.8
COc1ccc(-c2c(C(=O)c3ccccc3)[nH]c(N)c2C(=O)NCCc2c[nH]c3ccccc23)cc1 | 12.3* | 0.1 | -37.0 | -0.2 | -7.9 | -6.8 | -0.1 | -10.4 | x | -0.3 | x
Cc1cccc(C(=O)Nc2cccc(C(=O)N/N=C/c3cccc(C)n3)c2)c1 | 0.2 | -1.2 | -3.0 | 0.3 | 0.2 | -5.1 | -1.1 | -4.8 | 2.0 | 0.3 | -1.2
CCN(CC)C(=O)C1=C(C)N(CCCOC)C(=O)C(CC(=O)NC2CCCCC2)C1 (centres undefined) | -0.3 | 0.7 | 8.1 | 1.1 | -1.1 | 1.9 | -0.9 | -14.9 | 1.0 | -5.5 | 1.4
CCc1nc2ccc(C(=O)O)cc2nc1CC | 0.1 | -0.1 | 1.5 | 1.1 | -8.1 | -11.1 | -1.5 | -2.1 | 0.5 | 0.2 | -4.6
Cc1ccc(C(=O)Nc2cccc(N(C)S(C)(=O)=O)c2)cc1S(=O)(=O)Nc1ccccc1 | -2.0 | -2.2 | -29.6 | -0.8 | -0.4 | 2.7 | -1.1 | 9.4 | -1.0 | 2.6 | -0.2
Cc1ccc(C)c(S(=O)(=O)N2CCCC2CNC(=O)C(=O)NCCc2ccco2)c1 (centres undefined) | 3.0 | -0.8 | -5.6 | -1.9 | 0.8 | -9.0 | -0.7 | -10.5 | -0.1 | -1.9 | 0.3
CCNC(=O)C1CCCN(C(=O)c2cccc(Cl)c2)CC1 (centres undefined) | -0.7 | 0.5 | 4.8 | -0.1 | 5.1 | 4.1 | -1.5 | -2.5 | -0.3 | -0.8 | x
Cc1ccccc1OCCCC(=O)Nc1nccs1 | -3.3 | -2.9 | 0.8 | -2.1 | 4.2 | 4.7 | -1.0 | 7.5 | -0.7 | -1.5 | 0.8
c1ccc(-c2csc3ncnc(N4CCOCC4)c23)cc1 | 2.9 | -1.9 | 5.6 | -0.1 | 1.9 | -1.5 | -0.5 | 0.3 | 2.7 | -2.9 | 3.6
N#Cc1c(NC(=O)C2CC(Cl)=CCC2C(=O)O)sc2c1CCCC2 (centres undefined) | 5.3 | 2.4 | -3.9 | 0.5 | -4.3 | -2.8 | -1.0 | 0.3 | -0.5 | -5.0 | 1.2
CCCCCCNC(=O)C(C#N)c1nc2ccccc2nc1N1CCOCC1 (centres undefined) | -0.3 | -0.7 | -6.3 | 0.2 | -4.4 | -1.9 | -0.9 | -6.7 | 0.1 | -2.0 | 1.4
Cc1cc(C)nc(NC(=O)c2cc(Br)ccc2Cl)n1 | 2.4 | -0.8 | 0.9 | 0.5 | -1.5 | 0.8 | -1.3 | 3.6 | 2.1 | 0.9 | 0.8
O=C(CSc1nc2ccccc2nc1N1CCCCC1)N1CCN(C(c2ccccc2)c2ccc(Cl)cc2)CC1 (centres undefined) | -1.9 | -0.7 | 2.3 | -0.3 | 2.0 | -0.3 | -0.7 | -5.2 | x | -2.0 | x
Cc1cc(N2CCN(S(=O)(=O)c3ccc4c(c3)OCCO4)CC2)n2ncnc2n1 | -0.9 | -1.6 | -1.9 | -0.7 | -0.5 | 2.0 | -1.1 | -3.4 | 3.7 | -3.7 | 1.0
